pPAFAH inh – inhibitors of human plasma PAF acetylhydrolase (pPAFAH); AID 463082; inhibition, % at 3.39 µM; Q13093; recombinant pPAFAH, FP-rhodamine probe fluorescence polarization; 1.5% of 330,000 active;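 active = inhibition above the mean inhibition across the screen plus 3 SD, cut at about 25% in these data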;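 also: inhibitors block binding of the rhodamine activity-based probe so polarization drops; 0% = enzyme with DMSO and 100% = wells lacking pPAFAH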
Target sequence (Q13093 whole entry, looked up): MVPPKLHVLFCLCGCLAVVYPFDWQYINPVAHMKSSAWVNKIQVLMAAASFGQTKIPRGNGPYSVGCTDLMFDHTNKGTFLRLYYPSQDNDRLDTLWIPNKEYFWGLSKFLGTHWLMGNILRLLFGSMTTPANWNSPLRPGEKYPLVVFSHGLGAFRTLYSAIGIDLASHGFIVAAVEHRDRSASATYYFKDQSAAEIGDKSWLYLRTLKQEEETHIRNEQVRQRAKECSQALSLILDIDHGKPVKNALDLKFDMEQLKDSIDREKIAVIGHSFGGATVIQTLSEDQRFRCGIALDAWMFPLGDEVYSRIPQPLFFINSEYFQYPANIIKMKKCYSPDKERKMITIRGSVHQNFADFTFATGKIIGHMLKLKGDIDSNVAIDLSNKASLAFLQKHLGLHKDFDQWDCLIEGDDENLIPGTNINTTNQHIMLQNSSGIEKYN
EBNA-1 inh – blocks EBNA-1 binding to DNA; 0.34% of 300,000 active; EBNA-1 DNA binding, fluorescence polarization; inhibition, % at 14.8 µM; AID 1950; in the data active = inhibition above about 28%
PAFAH1B3 inh – inhibitors of human PAFAH1B3; Q15102; recombinant PAFAH1B3, FP-rhodamine probe, fluorescence polarization; inhibition, % at 3.39 µM; 0.28% of 340,000 active;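 active = inhibition above the screen-wide average of all tested compounds plus 3 SD, cut at about 25% in these data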;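 also: 0% = enzyme with DMSO only and 100% = wells lacking PAFAH1B3 protein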
PAFAH1B2 inh – inhibitors of human PAFAH1B2; P68402; recombinant PAFAH1B2, FP-rhodamine activity probe, fluorescence polarization; inhibition, % at 3.39 µM; 1.2% of 340,000 active; AID 492953;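 active = inhibition above the mean of all tested compounds plus 3 SD, cut at about 24% in these data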;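 also: 0% = enzyme with DMSO and 100% = wells lacking PAFAH1B2; many of its hits are not listed in these tables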
PAFAH2 inh – PAFAH2 (human) inhibition; 0.99% of 340,000 active; inhibition, % at 3.39 µM; recombinant PAFAH2, FP-rhodamine activity probe, fluorescence polarization;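 active = inhibition above the mean over all tested compounds plus 3 SD, cut at about 30% in these data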;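 also: inhibitors block probe labeling of enzyme so polarization drops; 0% = enzyme with DMSO and 100% = wells lacking PAFAH2 protein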
ZTA DNA inh – blocks Epstein-Barr virus ZTA, an EBNA-1 counter-screen; AID 2234; 0.15% of 320,000 active; ZTA-DNA binding, fluorescence polarization; P03206; inhibition, % at 11 µM; in the data active = inhibition above about 33%
PREPL inhibitor – inhibitors of human prolyl oligopeptidase-like enzyme PREPL | AID 2751 | Q4J6C6 | recombinant PREPL, fluorescence polarization activity-based probe | inhibition, % at 5.96 µM | 0.68% of 320,000 active; in the data active = inhibition above about 43%;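 also: 0% = enzyme with DMSO and 100% = wells lacking enzyme; many of its hits are not listed in these tables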
LYPLA1 inh – blocks human lysophospholipase 1, a PME1 counter-screen; O75608; inhibition, % at 5.9 µM; 0.16% of 320,000 active; recombinant LYPLA1, FP-Rh probe fluorescence polarization;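 active = inhibition above the mean of all tested compounds plus 3 SD, set per campaign, cut at about 14% in these data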;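 also: inhibitors block serine hydrolase probe labeling of LYPLA1 so polarization falls; 0% = enzyme with DMSO and 100% = wells lacking LYPLA1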
Target sequence (O75608 whole entry, looked up): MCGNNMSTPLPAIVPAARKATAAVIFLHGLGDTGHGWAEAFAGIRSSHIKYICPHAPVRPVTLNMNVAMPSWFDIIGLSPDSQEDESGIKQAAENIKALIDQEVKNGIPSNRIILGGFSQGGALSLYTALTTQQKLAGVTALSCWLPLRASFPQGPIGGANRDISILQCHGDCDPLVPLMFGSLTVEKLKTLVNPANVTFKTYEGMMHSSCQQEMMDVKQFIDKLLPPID
LYPLA2 counter – counter-screen for PME1 inhibitors: inhibitors of human LYPLA2 | 0.38% of 320,000 active | recombinant LYPLA2, FP-Rh probe fluorescence polarization | AID 2177 | inhibition, % at 5.9 µM;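 active = inhibition above the screen-wide mean plus 3 SD, limit set per campaign, cut at about 26% in these data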;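 also: 0% = LYPLA2 with DMSO and 100% = wells lacking LYPLA2 enzyme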
Target sequence (O95372 whole entry, looked up): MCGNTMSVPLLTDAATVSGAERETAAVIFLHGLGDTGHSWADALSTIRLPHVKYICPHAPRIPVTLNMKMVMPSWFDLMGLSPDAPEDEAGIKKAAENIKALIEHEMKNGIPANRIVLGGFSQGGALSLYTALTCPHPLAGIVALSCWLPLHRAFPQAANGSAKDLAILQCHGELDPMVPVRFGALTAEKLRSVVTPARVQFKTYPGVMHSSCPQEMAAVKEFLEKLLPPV
* marks the source's active call; other numbers are inactive results; nt = not tested or not shown. An excerpt (hit frequency here may not be typical).

Molecule | pPAFAH inh | EBNA-1 inh | PAFAH1B3 inh | PAFAH1B2 inh | PAFAH2 inh | ZTA DNA inh | PREPL inhibitor | LYPLA1 inh | LYPLA2 counter
O=C(C1CC1)N1CCN=C1SCc1cccc(F)c1 | 4 | 11 | 7 | 5 | 3 | -25 | 8 | 3 | 6
O=C(CC1C(=O)NCCN1Cc1ccc(Cl)c(F)c1)NC1CCC1 (configuration not stated) | 1 | -11 | 4 | 7 | 3 | -4 | 11 | 3 | 6
CSCCC(NS(=O)(=O)c1ccc(Cl)cc1)C(=O)OCc1c(Cl)cccc1Cl (configuration not stated) | 9 | -1 | -4 | 27* | -3 | -7 | -8 | -7 | -16
CCCc1n[nH]c2c1/C(=N\OCC)CC(C)(C)C2 | 0 | 8 | 8 | 12 | 8 | 3 | 5 | 1 | 3
O=C(N/N=C/c1cc([N+](=O)[O-])ccc1O)C1CC1 | -3 | -16 | 15 | 5 | 1 | 8 | 2 | -2 | -6
Cc1ccsc1C1Nc2ccccc2-c2nc3ccccc3n21 (configuration not stated) | 4 | -14 | 12 | 7 | 2 | -19 | -3 | -5 | 4
COc1ccc(C(=O)C2CCCN(C(=O)c3cccs3)C2)cc1F (configuration not stated) | -3 | -5 | 11 | -2 | 1 | -14 | -1 | 2 | 1
COc1ccccc1CNC(=O)c1csc2c1CCCC2 | 8 | -3 | 7 | 1 | -2 | 7 | -2 | 0 | 4
COCCN(C(=O)c1ccc(N2CCCC2=O)cc1)c1c(N)n(Cc2ccccc2)c(=O)[nH]c1=O | 4 | nt | 0 | 9 | -1 | 8 | 3 | -2 | -2
NC(CS(=O)O)C(=O)O (configuration not stated) | 4 | 3 | 0 | 3 | 1 | 12 | -1 | -2 | -5
O=c1cc(-c2ccccc2Cl)oc2ccc([N+](=O)[O-])c(O)c12 | 3 | -3 | 4 | 4 | 4 | -3 | 21 | -1 | 3
O=C(CCc1nnc(-c2ccc3c(c2)OCO3)o1)NC(c1cccnc1)C(F)(F)F (configuration not stated) | 6 | 3 | 5 | 2 | 4 | -9 | 4 | -2 | -1
COCCNC(=O)CN(c1ccc(OC)c(OC)c1)S(=O)(=O)c1ccc(C)cc1 | 3 | 1 | 4 | 1 | 3 | -2 | 0 | -3 | -1
Cn1c(=O)cc(OCC(=O)N2CCN(c3cccc(C(F)(F)F)c3)CC2)c2ccccc21 | 2 | -2 | 8 | -5 | -7 | -12 | -24 | 3 | 33*
CCOC(=O)c1c(C)[nH]c(C)c1C(=O)COC(=O)c1ccc(OC)c(OC)c1 | 0 | -2 | -5 | 0 | 5 | 3 | 2 | 0 | 1
CN(C)c1ccc(C(CNC(=O)c2ccc(C#N)cc2)c2c[nH]c3ccccc23)cc1 (configuration not stated) | 10 | -5 | 2 | 1 | -4 | 15 | 65* | -5 | 12
O=C(N/N=C/C1C(c2ccccc2)C1(Cl)Cl)c1cccc(Br)c1 (configuration not stated) | 1 | -15 | 0 | 21 | -1 | 7 | 2 | -8 | -18
CC1CCN(S(=O)(=O)c2ccc(C(=O)Nc3ccccc3-c3nc4ccccc4[nH]3)cc2)CC1 | -6 | -1 | -4 | 8 | 25 | -6 | -7 | -27 | -32
Cc1ccc2cc(S(=O)(=O)NCCC(=O)O)ccc2c1 | 4 | 7 | 8 | 6 | -3 | 2 | 2 | 2 | 0
Cc1ccccc1C(=O)NNC(=O)c1cccc([N+](=O)[O-])c1 | -1 | -1 | -7 | 3 | -1 | 5 | -6 | 0 | -3
O=C(CCCNC(=O)c1ccc(Cl)cc1)NCc1ccc(F)cc1 | 3 | -8 | 7 | 7 | -4 | -15 | 0 | 2 | 8
CC(C)CN(C(=O)c1ccc2c(c1)OCCO2)c1c(N)n(Cc2ccccc2)c(=O)[nH]c1=O | 5 | -12 | 10 | 0 | 2 | -12 | 9 | 1 | 4
CCOc1ccccc1N1CCN(CC(=O)NC(=O)NCc2ccco2)CC1 | 3 | -13 | 13 | -2 | 6 | 4 | 15 | 2 | -4
Cc1cc(Cl)ccc1OCC(=O)NCCOC(=O)Nc1sc(=S)n(C)c1C | 5 | 4 | -7 | 1 | 4 | -9 | 24 | -3 | 0
CC1(C)CC(=O)c2c(n(S(=O)(=O)c3ccccc3)c3ccc(NS(=O)(=O)c4ccccc4)cc23)C1 | 16 | -1 | -32 | -3 | -20 | -11 | 6 | -20 | -36
Cc1cc([N+](=O)[O-])nn1CC(=O)c1ccccc1 | -2 | -1 | -5 | 2 | 1 | -1 | -10 | 5 | 2
COc1cccc2c(=O)c(C(=O)O)c[nH]c12 | 2 | -7 | 10 | -1 | -3 | -5 | 11 | 1 | 1
CCN(CC(=O)NC(C)(C)C)C(=O)c1ccc2c(c1)S(=O)(=O)c1ccccc1C2=O | 0 | 5 | 6 | 2 | -6 | -9 | 16 | -2 | -2
Cc1ccc(S(=O)(=O)N2CCCCC2)cc1NC(=O)Cn1ccc(C(F)(F)F)n1 | 2 | -1 | 10 | -2 | -1 | 4 | 2 | -2 | 2
CCCc1nnc(NC(=O)CCC(=O)NCc2ccccc2)s1 | 1 | 6 | 0 | 4 | 10 | 4 | 5 | -1 | 7
Cc1ccc(CN2CCc3[nH]c(=O)[nH]c(=O)c3C2)cc1 | 1 | 0 | 6 | 2 | 5 | 1 | 2 | 1 | -4
CCOc1ccc(C(=O)NC(=S)Nc2ccccc2N2CCOCC2)cc1Br | 0 | -6 | 0 | 0 | -9 | -7 | 0 | -3 | 2
COc1cccc(C(C)NC(=O)C2CCCC2)c1 (configuration not stated) | -1 | 4 | 5 | -6 | -12 | -5 | 0 | -3 | 1
CCN(C)c1ccc(/C=N\n2nnnc2N)cc1 | -1 | -7 | 3 | 4 | 4 | 2 | -8 | 1 | 3
CCCCOc1ccc(NC2=NC3(CCCCC3)N=C(N)N2)cc1 | 2 | -1 | 4 | 6 | -2 | 5 | 13 | -4 | 6
COc1ccc2c(c1OC)C(C1c3c(cc4c(c3OC)OCO4)CCN1C)OC2=O (configuration not stated) | -2 | 2 | 11 | -1 | -1 | -7 | 1 | 1 | 1
COC(=O)c1c(NC(=O)CCC(=O)O)sc2c1CCCCC2 | -8 | -5 | 1 | 8 | 6 | 16 | 0 | -3 | -2
COc1cc(C(CCN2CCCCC2)c2c(OC)cc(OC)c3c(-c4ccccc4)cc(=O)oc23)cc(OC)c1OC (configuration not stated) | 4 | -5 | 6 | -2 | -3 | -3 | -17 | -4 | -4
Cc1nc2c(C)c(C)c(C)c(C)c2nc1C | 3 | 5 | nt | nt | nt | -2 | 0 | 0 | 5
COc1ccc(NS(=O)(=O)/C=C/c2ccccc2)cc1 | 7 | -17 | 3 | 3 | 12 | -24 | -31 | 0 | 6
CC(=O)N1CCN(C(=O)CCc2nnc(CCCCc3ccccc3)o2)CC1 | -1 | -7 | -5 | 4 | 1 | 0 | 20 | -3 | -5
CC(C)OCCCN(C)C1CCN(S(=O)(=O)c2csc(C(N)=O)c2)CC1 | 1 | -11 | 10 | 4 | 5 | -1 | 3 | 0 | 2
O=C1CC(C(=O)Nc2ccc(O)c(C(=O)O)c2)C(c2ccccc2)O1 (configuration not stated) | 2 | -5 | 7 | 0 | 3 | 13 | 9 | -2 | 2
CCC1CCCCN1CCCNC(=O)CSc1nc2nc(C)c(Cc3ccccc3Cl)c(C)n2n1 (configuration not stated) | 3 | 4 | 6 | 0 | -5 | -15 | 16 | 0 | 3
COc1cc(/C=N/NC(=O)CCc2n[nH]c(=O)[nH]c2=O)ccc1O | 0 | -12 | -4 | -1 | 6 | -4 | -7 | 1 | 3
COCCNC(=O)C1CC(=O)N(CCc2ccccc2)C1 (configuration not stated) | 0 | -2 | 5 | 2 | 5 | -2 | -9 | -1 | -7
CC(=O)c1ccc(NC(=O)Nc2ccc([N+](=O)[O-])cc2C)cc1 | -3 | 7 | -9 | -2 | -16 | 4 | 4 | -11 | -16
COc1ccc(S(=O)(=O)Nc2ccc3c(c2)OCCO3)cc1Cl | 2 | -11 | 2 | 5 | -3 | 5 | -5 | -1 | 4
COc1cccc(/C=N/NC(=O)c2cc(-c3cccn3C)n[nH]2)c1O | 18 | -10 | 7 | 0 | -3 | -3 | 27 | 1 | -1
Cc1nc(N2CCN(S(=O)(=O)c3ccc(F)cc3)CC2)c2c(C)c(C)sc2n1 | 0 | -1 | 7 | 2 | 2 | 5 | 19 | -1 | -2

Following part:
Molecule | pPAFAH inh | EBNA-1 inh | PAFAH1B3 inh | PAFAH1B2 inh | PAFAH2 inh | ZTA DNA inh | PREPL inhibitor | LYPLA1 inh | LYPLA2 counter
COc1ccc(Cl)cc1C(=O)NNC(=S)NC1CCCC1 | 0 | 11 | 6 | 2 | 5 | 12 | 2 | 1 | 4
CSC1=NCCN1C(=O)c1ccc2ccccc2c1 | 1 | 0 | 0 | 1 | 0 | 2 | -2 | 2 | 1
COc1ccc(OCc2n(CC(=O)OC3CC(C)CCC3C(C)C)c3ccccc3[n+]2C)cc1 (configuration not stated) | -2 | 8 | 3 | -2 | -8 | -11 | 39 | 4 | 6
Cc1ccc(-c2c(C#N)c(N)n(-c3ccccc3)c(=O)c2C#N)cc1 | 7 | 12 | 2 | 1 | 1 | 8 | -2 | 1 | 7
COc1ccc2c(=O)c(-c3nc(C)cs3)coc2c1 | 2 | 4 | 3 | 4 | 7 | 0 | -4 | 1 | -1
O=C(NC(=S)NCc1ccccc1)c1ccc2c(c1)OCO2 | 3 | 14 | 4 | 0 | 7 | -20 | 5 | -4 | 3
CCn1ccnc1CN(C)C(=O)C1CCC(=O)N(CCc2cccc(F)c2)C1 (configuration not stated) | 1 | 2 | -5 | 1 | 8 | -12 | 0 | -7 | -12
CC1CC(C)CN(S(=O)(=O)c2ccc3c(c2)CC(C)N3C(=O)C2CCC2)C1 (configuration not stated) | 6 | -5 | 4 | 0 | 10 | -3 | 1 | 54* | 14
COC(=O)Cc1ccc(NC(=O)c2ccc3c(c2)C(=O)N(Cc2cccnc2)C3=O)cc1 | 4 | -8 | -7 | 0 | 1 | 15 | 1 | 4 | 28*
CN1CCOCCOc2ccccc2OCCOCC1 | 5 | 4 | -2 | 1 | 1 | 9 | 5 | -2 | -3
O=C(NCCc1ccc(Cl)cc1)C1COc2ccccc2O1 (configuration not stated) | 2 | 6 | -2 | 20 | -9 | 7 | -30 | -1 | 3
O=C(O)c1cc(-c2ccc(-c3ccc(F)cc3)o2)nc2ccccc12 | 8 | -12 | 5 | 6 | -1 | -6 | 21 | -2 | -1
CCN(CC)S(=O)(=O)c1cc(C(=O)Nc2ccccn2)ccc1C | -4 | 2 | 3 | 4 | 5 | -11 | 4 | -3 | -1
O=C(NCCc1ccc2c(c1)OCO2)C1CCN(S(=O)(=O)c2ccc(Cl)cc2)CC1 | 5 | 7 | -1 | 19 | 0 | 8 | -11 | -3 | 6
O=C(CCN1C(=O)c2cccc([N+](=O)[O-])c2C1=O)NC1CCCCCC1 | 0 | nt | -1 | 3 | -6 | nt | 5 | nt | nt
O=C(NC(=O)c1ccccc1)NC1(C(F)(F)F)OCCO1 | 0 | -9 | nt | nt | nt | -14 | 13 | 5 | 7
NS(=O)(=O)c1ccc(O)c(N2C(=O)c3cccc4c(C(=O)O)ccc(c34)C2=O)c1 | -3 | -2 | 5 | -5 | -2 | 0 | -12 | 0 | -5
